# SUMO Mot1 rescue: inhibitors of SUMOylation pathway: yeast Mot1-301 growth rescue; S. cerevisiae Mot1-301 growth rescue, ATP luminescence, 38.5C; percent above DMSO median, 100 means doubled; 1% of 320,000 active; growth rescue, % at 18.8 µM; AID 2716;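 active = every valid replicate shows activation above 250% relative to neutral control wells; inactive = the rest, any valid replicate at or below 250%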;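 note: OY570 slx delta 5 strain wells were the positive control but not used for scaling; some compounds called inactive have numbers as strong as hits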
# AddAB inh: less growth of phage-infected E. coli with AddAB | E. coli expressing H. pylori AddAB, absorbance growth | inhibition, % at 11.9 µM | 0.29% of 330,000 active | AID 435030; in the data active = inhibition above about 12%;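 note: 0% = vehicle wells of infected cells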
# PKA-R2B act: PKA-R2B complex activation | P22694+P31323 | PKA-R2B holoenzyme dissociation, Cy5-IP20 fluorescence polarization; R2B truncated from residue 108, S112A mutant; 0% DMSO only, 100% 113 µM cGMP | activation, % at 11.4 µM | 0.079% of 340,000 active | AID 504700;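 active = activation above a cutoff set at the mean over all compounds plus 3 SD, cut at about 18% in these data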;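 note: higher means more holoenzyme dissociation and a rise in polarization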
# Target sequence (P31323 whole entry, looked up, other chains not shown, the tested form may be a part): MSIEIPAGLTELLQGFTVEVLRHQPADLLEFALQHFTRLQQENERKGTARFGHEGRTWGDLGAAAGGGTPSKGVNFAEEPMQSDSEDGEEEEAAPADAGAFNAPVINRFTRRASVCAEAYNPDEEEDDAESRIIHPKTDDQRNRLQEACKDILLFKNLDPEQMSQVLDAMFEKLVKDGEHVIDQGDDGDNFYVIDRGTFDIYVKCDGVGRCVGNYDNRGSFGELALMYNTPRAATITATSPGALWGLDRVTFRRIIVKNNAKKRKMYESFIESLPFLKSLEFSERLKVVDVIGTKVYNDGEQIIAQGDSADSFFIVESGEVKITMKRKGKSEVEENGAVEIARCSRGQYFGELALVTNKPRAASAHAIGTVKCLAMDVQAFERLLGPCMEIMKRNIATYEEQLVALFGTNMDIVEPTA
# E coli growth: reduces bacterial viability in AddAB counter-screen. E. coli V3065 growth, OD600 absorbance, 18 h. inhibition, % at 11.9 µM. 0.27% of 330,000 active. AID 449728;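 active = inhibition above the campaign's mean inhibition across all tested compounds plus 3 SD, cut at about 9.9% in these data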;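 note: uninfected addAB+ strain grown without phage in ampicillin broth; 0% = DMSO wells and 100% = ciprofloxacin 0.95 µg/ml wells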
# phage Ecoli inh: E. coli growth loss with phage present | AID 651602 | growth absorbance | 0.26% of 360,000 active | inhibition, % at 11.9 µM; in the data active = inhibition above about 11%
# DAGLB inhibitor: blocks human DAGLB lipase activity; inhibition, % at 5.17 µM; Q8NCG7; HEK293T DAGLB membrane lysate, EnzChek fluorogenic substrate; 0.059% of 340,000 active; in the data active = inhibition above about 34%;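 note: 0% = enzyme with vehicle and 100% = wells lacking enzyme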
# CDK5 p35 inh: blocks human CDK5/p35 kinase activity; Recombinant CDK5/p35, ADP-Glo luminescence, 60 min; inhibition, % at 10 µM; 0.01% of 330,000 active; AID 488839;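 active = highest replicate inhibition of at least 50% and at least 75% of replicates reaching 50%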;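 note: plate controls were DMSO neutral control for no effect and GW8510 at 10 µM for full effect; many of its hits are not listed in these tables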
# Target sequence (Q00535 whole entry, looked up): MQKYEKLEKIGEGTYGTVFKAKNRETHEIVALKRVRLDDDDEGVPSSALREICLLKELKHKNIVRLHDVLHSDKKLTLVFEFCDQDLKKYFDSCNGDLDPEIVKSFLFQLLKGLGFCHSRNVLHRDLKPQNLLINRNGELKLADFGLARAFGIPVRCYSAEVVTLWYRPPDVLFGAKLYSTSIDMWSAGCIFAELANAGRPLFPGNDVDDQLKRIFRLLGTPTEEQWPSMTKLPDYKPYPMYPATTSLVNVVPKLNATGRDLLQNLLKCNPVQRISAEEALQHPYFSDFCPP
# Target sequence (Q15078 whole entry, looked up): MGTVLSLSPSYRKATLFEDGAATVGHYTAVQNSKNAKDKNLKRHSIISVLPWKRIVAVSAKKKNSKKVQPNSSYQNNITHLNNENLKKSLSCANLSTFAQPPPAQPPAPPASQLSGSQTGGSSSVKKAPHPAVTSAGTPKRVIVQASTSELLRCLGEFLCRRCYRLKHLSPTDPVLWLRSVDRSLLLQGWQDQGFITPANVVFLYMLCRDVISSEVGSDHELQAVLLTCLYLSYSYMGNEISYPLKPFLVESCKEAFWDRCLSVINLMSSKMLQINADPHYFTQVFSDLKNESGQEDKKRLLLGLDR
# Tat transport: inhibitors of E. coli Tat protein transport. E. coli MC4100 TorA-mCherry Tat export, fluorescence. inhibition, % at 10 µM. 0.036% of 340,000 active. AID 488895;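 active = mean replicate inhibition at least 50% and at least half of replicates individually reaching 50%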;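 note: exported cargo escapes ClpAP degradation while cytoplasmic cargo is degraded and loses fluorescence; 0% = median of neutral control wells and 100% = median of NaSCN control wells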
# HTR5A ag: HTR5A agonism, opioid heterodimer counter-screen. activation, % at 9.3 µM. AID 504692. HTR5A agonist assay, luminescence, cell-based. 0.61% of 340,000 active; in the data active = activation mostly above about 9.5%, no sharp cut-off; inactive = mostly below about 7.6%;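 note: 0% = cells with vehicle only and 100% = reference agonist; strong numbers were not always called active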
# PKA-R1A act: activators of PKA-R1A complex | P00514+P68181 | PKA-R1A dissociation, Cy5-IP20 fluorescence polarization; scaled: DMSO 0%, 113 µM cGMP 100% | 0.083% of 340,000 active | activation, % at 11.4 µM | AID 504707;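 active = percent activation above the mean of all tested compounds plus 3 SD, cut at about 19% in these data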;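 note: higher means more PKAc released from R1A so a rise in polarization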
# HTR5A inv ag: counter-screen for OPRM1-OPRD1 inverse agonists: human HTR5A inverse agonism. P47898. HTR5A cell line, luminescence. inhibition, % at 9.3 µM. 0.083% of 340,000 active; in the data active = inhibition mostly above about 23%, no sharp cut-off; inactive = mostly below about 18%;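 note: 0% = cells with DMSO and 100% = no-cell wells with DMSO; some compounds called inactive have numbers as strong as hits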
# Starred values were filed as active, the others as inactive; x = no result given. This is a random part of the collection; overall some 2.3% were active at least once.
1) COc1ccccc1C1(CC(=O)O)CCOC(C)(C)C1 (stereo unspecified)
2) O=C1CCCCCCC1Sc1ccccc1[N+](=O)[O-] (stereo unspecified)
3) CN(C)c1ccc(/C=N/N=C(N)N)cc1[N+](=O)[O-]
4) CCOC(=O)Nc1ccc(C)cc1NC(=O)OCC
5) CC(C)n1cnc2cc(NCc3ccco3)ccc21
6) COc1ccc(C2=NS(=O)(=O)N(C)C(C(=O)N3CCC(C(N)=O)CC3)=C2)cc1
7) COc1ccc(N2C(=O)C(CC(=O)Nc3ccccc3)N(Cc3cccs3)C2=O)cc1 (stereo unspecified)
8) Cc1cc([N+](=O)[O-])cc(C)c1OCC(=O)N/N=C/c1ccc(OC(=O)c2ccccc2Br)cc1
assay / entry	1	2	3	4	5	6	7	8
SUMO Mot1 rescue	-5	4	87	7	-4	33	1	-7
AddAB inh	2.0	5.1	1.5	2.2	1.4	-0.7	-2.2	0.3
PKA-R2B act	-2	-3	-2	-12	-9	0	4	4
E coli growth	-3.3	-4.6	0.4	-4.3	-1.7	-0.9	0.4	-1.5
phage Ecoli inh	-0.6	2.0	5.3	0.5	x	4.2	1.1	2.9
DAGLB inhibitor	-3	-2	4	-1	3	0	3	-2
CDK5 p35 inh	0.3	-0.5	0.6	0.1	-15	-0.4	-2.0	3.0
Tat transport	-7	-6	-4	-9	1	-16	-12	0
HTR5A ag	-13	-4	0	-1	1	10	8	3
PKA-R1A act	-10	-3	2	-5	-1	-6	-2	-5
HTR5A inv ag	29	9	1	28	-2	-30	-2	-8

9) COc1ccccc1NC(=O)CSc1nnc(CC(=O)Nc2ccccc2F)n1C
10) COc1cc(C(=S)N2CCOCC2)cc(OC)c1OS(=O)(=O)c1ccc(NC(C)=O)cc1
11) COc1cc(OC)cc(C(=O)N2CCN(c3ccccc3F)CC2)c1
12) O=C1c2oc3ccccc3c(=O)c2C(c2ccccn2)N1Cc1ccccc1 (stereo unspecified)
13) COc1cccc(-c2nc(CS(=O)(=O)CC(=O)NCc3ccccc3OC)c(C)o2)c1
14) CC(=O)NCc1nc2ccccc2n1Cc1ccccc1F
15) COc1ccc(/C=C2\Oc3cc(OCC(=O)N4CCC[C@H]4C(=O)O)ccc3C2=O)c(OC)c1
16) c1ccc(OCc2nnc3n2N=C(c2ccccc2)CS3)cc1
assay / entry	9	10	11	12	13	14	15	16
SUMO Mot1 rescue	-6	677	4	-7	183	3	-2	-12
AddAB inh	3.6	2.6	1.8	6.3	0.2	-0.5	4.9	1.0
PKA-R2B act	-1	-2	-15	-9	0	-2	5	15
E coli growth	0.4	-0.1	-0.6	1.6	0.7	-0.8	0.0	-0.4
phage Ecoli inh	0.1	3.8	3.0	-0.5	2.6	-0.1	x	-0.4
DAGLB inhibitor	-1	1	-7	-2	-4	-2	-4	3
CDK5 p35 inh	-0.2	0.3	-3.2	0.8	0.8	1.3	-0.2	3.1
Tat transport	-3	-1	-1	-11	-16	-5	0	-5
HTR5A ag	10	4	3	-3	-1	10	2	-1
PKA-R1A act	6	9	-16	1	-1	3	3	2
HTR5A inv ag	-27	13	-9	8	-2	-26	7	-3

17) O=C(COC(=O)[C@H](Cc1ccccc1)NC(=O)c1cccs1)NC1CC1
18) Cc1ccc(Cn2nnc3c(=O)n(CC(=O)NCc4ccco4)cnc32)cc1
19) [O-][n+]1onc2c3cc(-c4ccccc4)nnc3ccc21
20) COc1cc(/C=C/C(=O)OCC(=O)Nc2ccc(NC(C)=O)cc2)cc(S(=O)(=O)N2CCc3ccccc32)c1OC
21) CCCCCCc1ccc(-c2ncc(N)cn2)cc1
22) CC(=O)c1cccc(-c2ccc(CN3C(CC(C)C)C(=O)N(Cc4cn(CC5CCCCC5)nn4)CCS3(=O)=O)cc2)c1 (stereo unspecified)
23) O=C(CSc1nc(O)cc(=O)n1-c1ccccc1)Nc1ccccn1
24) O=C(O)/C=C\C(=O)Nc1ccc(N2CCN(c3ccc(F)cc3)CC2)cc1
assay / entry	17	18	19	20	21	22	23	24
SUMO Mot1 rescue	-19	4	3	-6	9	x	-3	53
AddAB inh	4.0	-0.7	5.0	-2.8	-0.8	x	-0.3	-1.2
PKA-R2B act	-4	2	1	-13	-10	7	-7	6
E coli growth	-0.1	0.6	1.6	-1.9	-0.7	x	-0.2	-0.5
phage Ecoli inh	2.4	0.1	1.8	-0.5	2.5	-0.7	3.9	5.5
DAGLB inhibitor	0	0	-5	-4	-1	-1	3	28
CDK5 p35 inh	-1.3	0.4	0.7	0.5	-1.2	-6.4	-2.7	0.8
Tat transport	-7	1	-7	5	6	10	1	-8
HTR5A ag	0	-7	3	8	0	-2	-3	3
PKA-R1A act	0	0	-2	-11	-18	-15	7	1
HTR5A inv ag	23	1	-7	-8	1	7	16	-9

25) CN(c1ccccc1)S(=O)(=O)c1ccc(Cl)c(C(=O)OCC(=O)c2c(N)n(C)c(=O)n(C)c2=O)c1
26) Cc1cc(NC(=O)c2ccc(F)cc2F)n(-c2nc3ccccc3[nH]2)n1
27) O=C(CSc1ccc2nnc(-c3ccc(Cl)cc3)n2n1)N1CCCc2ccccc21
28) CCOC(=O)c1cc(C)[nH]c1C
29) COc1cccc(CNC(=O)CCCn2ccc3cc(S(=O)(=O)N4CCCC4)ccc32)c1
30) COc1ccc(NC(C)=O)cc1NC(=O)CN1CCN(C(=O)c2ccco2)CC1
31) CCOC(=O)c1ccc(Cn2c(-c3ccccc3)nnc2-c2ccccc2)o1
32) Cc1ccc(/C=N\NC(=O)c2ccc3c(c2)OCO3)o1
assay / entry	25	26	27	28	29	30	31	32
SUMO Mot1 rescue	x	-15	x	9	46	9	11	241
AddAB inh	x	1.8	1.6	4.2	2.3	1.0	3.1	4.7
PKA-R2B act	-6	10	1	-8	6	-5	-7	-2
E coli growth	x	0.7	-0.2	0.4	-0.3	0.3	-0.3	1.0
phage Ecoli inh	2.7	x	0.8	1.2	1.8	2.0	-0.8	-0.1
DAGLB inhibitor	-1	-4	3	1	-1	-1	-4	-1
CDK5 p35 inh	0.7	-1.2	0.8	0.9	0.6	-0.3	-0.7	1.6
Tat transport	3	-7	1	-3	-2	-1	22	0
HTR5A ag	4	5	2	5	6	1	-1	1
PKA-R1A act	-5	-1	4	-6	-1	1	-6	-8
HTR5A inv ag	-13	2	-7	17	11	-14	-13	13

# Some of the entries above, set out differently:
# Order of results: SUMO Mot1 rescue, AddAB inh, PKA-R2B act, E coli growth, phage Ecoli inh, DAGLB inhibitor, CDK5 p35 inh, Tat transport, HTR5A ag, PKA-R1A act, HTR5A inv ag
25: CN(c1ccccc1)S(=O)(=O)c1ccc(Cl)c(C(=O)OCC(=O)c2c(N)n(C)c(=O)n(C)c2=O)c1
    x, x, -6, x, 2.7, -1, 0.7, 3, 4, -5, -13
28: CCOC(=O)c1cc(C)[nH]c1C
    9, 4.2, -8, 0.4, 1.2, 1, 0.9, -3, 5, -6, 17

# Following part:
33) O=C(COC(=O)c1cc[n+]([O-])cc1)NCc1ccccc1Cl
34) COc1ccc(/C=N/NC(=O)c2[nH]c3ccc(Cl)cc3c2-c2ccccc2)c(C(=O)O)c1OC
35) CC(=O)c1ccc(NC(=O)c2cn(-c3ccccc3)nc2-c2ccncc2)cc1
36) CC(C)CC(=O)O/N=C1\C(=O)N(c2ccccc2)c2ccccc21
37) Cc1cc(C)c(NC(=O)C(C)N2CCCCCC2)c(C)c1 (stereo unspecified)
38) CC(C)CNC(=O)C1c2ccccc2Oc2ccccc21
39) O=C(COC(=O)c1ccccc1SCC(=O)N1CCCC1)Nc1ccccc1C(F)(F)F
40) CC(=O)Cc1cc(O)c2ccccc2c1OC(=O)c1ccccc1
assay / entry	33	34	35	36	37	38	39	40
SUMO Mot1 rescue	x	-8	x	7	6	-16	-4	-10
AddAB inh	2.0	3.5	3.3	0.9	0.3	-0.1	0.3	1.6
PKA-R2B act	-6	5	8	-10	6	-2	1	-19
E coli growth	0.6	-2.2	2.6	0.2	1.7	1.7	0.8	-2.4
phage Ecoli inh	4.3	5.1	3.0	3.4	1.6	1.3	-0.5	4.1
DAGLB inhibitor	-2	-2	-2	-2	-3	-2	1	-1
CDK5 p35 inh	0.5	-0.4	-0.2	-0.1	0.6	0.1	-0.3	0.8
Tat transport	3	-4	-3	-13	5	4	-7	1
HTR5A ag	-5	3	1	3	3	10	2	4
PKA-R1A act	-1	-1	2	-2	-1	-2	-9	-8
HTR5A inv ag	15	-10	5	14	-12	-28	-44	1

41) COc1ccc(Br)cc1/C=N/NC(=O)CN1CCN(Cc2ccccc2)CC1
42) O=C(Nc1nnc(-c2ccccc2Cl)o1)c1nc2ccccc2s1
43) CCOC(=O)c1cc(C#N)c(SC)nc1-c1ccccc1
44) CC(Sc1nnc(COc2ccccc2)n1Cc1ccccc1)C(=O)O (stereo unspecified)
45) Cc1ccccc1COC(=O)c1nn(-c2ccccc2)nc1N
46) CC(C)CNc1nc(SCC(=O)Nc2ccccc2)nc(N2CCOCC2)n1
47) CCCC(=O)N(Cc1cc(=O)[nH]c2ccccc12)c1ccc(OC)cc1
48) Nc1nnc(Cc2ccccc2F)s1
assay / entry	41	42	43	44	45	46	47	48
SUMO Mot1 rescue	22	12	-15	70	-21	63	-15	-2
AddAB inh	-0.3	9.0	4.5	1.3	0.5	0.2	0.9	0.3
PKA-R2B act	-4	2	-2	0	-5	-6	-11	-11
E coli growth	0.4	5.2	-0.9	0.0	-1.3	2.3	-1.3	0.5
phage Ecoli inh	3.8	3.4	1.4	4.0	5.7	0.8	3.0	3.5
DAGLB inhibitor	-1	9	-17	-1	-15	-2	1	-2
CDK5 p35 inh	-0.7	0.5	0.1	-2.7	0.9	0.0	0.5	0.5
Tat transport	0	3	5	-2	-3	-2	-13	4
HTR5A ag	0	8	3	-3	-1	3	-2	1
PKA-R1A act	2	3	2	-11	-1	-4	-4	8
HTR5A inv ag	-14	-22	-7	8	-23	-9	6	-2

49) O=C(c1ccco1)N1CCN(c2ccc([N+](=O)[O-])cc2F)CC1
50) CCN1CCCc2cc(CN(CCN3CCOCC3)C(=S)Nc3ccc(OC)c(Cl)c3)ccc21
51) CN1CCC(N(C)S(=O)(=O)c2ccc(NC(=O)Cc3ccc(F)cc3)cc2)CC1
52) CCC(C(=O)NC1CCCC1)N(Cc1ccc2c(c1)OCO2)C(=O)c1snc(C(N)=O)c1N (stereo unspecified)
53) COc1cccc(NC(=O)c2cc3ccccc3oc2=O)c1
54) NC(=O)c1ncn([C@@H]2O[C@H](CN=C3NS(=O)(=O)c4ccccc43)[C@@H](O)[C@H]2O)n1
55) CCOC(=O)c1sc2nc(C)cc(C)c2c1N
assay / entry	49	50	51	52	53	54	55
SUMO Mot1 rescue	-7	301	x	3	-12	x	x
AddAB inh	1.2	0.1	0.9	0.7	0.2	x	1.3
PKA-R2B act	7	-10	-10	7	-11	-3	-3
E coli growth	0.8	0.6	1.1	-0.1	-0.9	x	-0.1
phage Ecoli inh	1.6	1.8	0.1	x	1.5	-0.7	0.0
DAGLB inhibitor	4	2	1	-6	-3	-3	-1
CDK5 p35 inh	0.9	1.1	-1.9	0.9	-3.2	0.1	7.7
Tat transport	2	-4	-6	3	7	3	-5
HTR5A ag	5	-1	4	5	-1	3	2
PKA-R1A act	5	-2	5	2	-3	8	-1
HTR5A inv ag	-2	-3	-10	28	3	-11	-4

# Compound activity as filed in PubChem.
